# Source: PubChem (several laboratories)
# M4 PAM – CHRM4 positive allosteric modulation; P08173; CHO-K1 hM4/Gqi5, Fluo-8 calcium fluorescence, ACh EC20; 0% = ACh EC20, 100% = maximal ACh; activation, % at 3 µM; hit rate 0.4% among 360,000;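 active = activation above its plate's cutoff, the mean activation of sample wells plus 3 SD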; note: some results filed as inactive read as strong as hits
# CRFBP-R2 agonist – CRF-BP/CRF-R2 complex agonism; HEK293 CRF-R2/CRF-BP, calcium dye fluorescence (FLIPR); percent of saturating CRF peptide response; activation, % at 13.2 µM; hit rate 0.46% among 350,000;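 active = activation of at least 50%, plus an integration ratio under a set limit after plate pattern correction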;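 note: plate controls were neutral control wells without compound for no effect and CRF at EC100 for full effect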
# TAAR1 agonist – human TAAR1 agonism; hit rate 0.99% among 360,000; Q96RJ0; CHO RD-HGA16 TAAR1, Fluo-8 calcium fluorescence; vehicle wells 0%, saturating PEA agonist 100%; activation, % at 3 µM;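 active = activation above the mean activation of all test compounds in the run plus 3 SD, cut at about 38% in these data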
# Target sequence (Q96RJ0 whole entry, looked up): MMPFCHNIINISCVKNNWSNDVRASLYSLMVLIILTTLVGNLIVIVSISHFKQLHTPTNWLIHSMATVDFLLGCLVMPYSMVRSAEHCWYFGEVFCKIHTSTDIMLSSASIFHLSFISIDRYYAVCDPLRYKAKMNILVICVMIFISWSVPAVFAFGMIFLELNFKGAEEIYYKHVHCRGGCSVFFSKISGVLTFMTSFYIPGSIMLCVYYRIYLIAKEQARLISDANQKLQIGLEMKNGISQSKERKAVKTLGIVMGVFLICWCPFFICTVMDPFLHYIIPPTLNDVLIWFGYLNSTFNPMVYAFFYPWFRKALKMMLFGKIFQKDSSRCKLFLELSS
#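 System: CHO-derived RD-HGA16 cells with stable Gα16 and human TAAR1. Times: 17-24 h plating, Fluo-8 75 min 37 °C, 30 min RT. Measured by: calcium-sensitive Fluo-8 signal, excitation 470-495, emission 515-575 nm. Read-out basis: % activation relative to PEA EC100 response. Control set: DMSO and PEA EC100. Repeats: no replicates (n 1).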
# M1 PAM parental – counter-screen for M1 PAMs: effect in parental CHO-K1 cells; ATP EC20, Fluo-8 calcium fluorescence; 0% at ATP EC20, 100% at ATP max; AID 602247; activation, % at 3 µM; hit rate 0.02% among 360,000;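 active = activation above the run cutoff, the mean activation of all test compounds plus 3 SD, cut at about 40% in these data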;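 note: peak over basal fluorescence ratio in a 140 s read after ATP addition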
# CRFR2-BP antag – antagonists of CRF-binding protein/CRF-R2 receptor complex; hit rate 0.59% among 350,000; HEK293 CRF-R2/CRF-BP, CRF-induced calcium fluorescence; inhibition, % at 11.8 µM;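 active = inhibition of the ligand-induced calcium signal above about 50% at the single tested concentration, limit read from the data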
# CHRM5 PAM – potentiates acetylcholine response at human M5 receptor. P08912. CHO-K1 hM5, Fluo-8 calcium, ACh EC20 PAM; 0% = ACh EC20, 100% = ACh EC100. activation, % at 3 µM. hit rate 0.3% among 360,000;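 active = activation above the run cutoff, the mean activation of all test compounds plus 3 SD, cut at about 18% in these data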
# Target sequence (P08912 whole entry, looked up): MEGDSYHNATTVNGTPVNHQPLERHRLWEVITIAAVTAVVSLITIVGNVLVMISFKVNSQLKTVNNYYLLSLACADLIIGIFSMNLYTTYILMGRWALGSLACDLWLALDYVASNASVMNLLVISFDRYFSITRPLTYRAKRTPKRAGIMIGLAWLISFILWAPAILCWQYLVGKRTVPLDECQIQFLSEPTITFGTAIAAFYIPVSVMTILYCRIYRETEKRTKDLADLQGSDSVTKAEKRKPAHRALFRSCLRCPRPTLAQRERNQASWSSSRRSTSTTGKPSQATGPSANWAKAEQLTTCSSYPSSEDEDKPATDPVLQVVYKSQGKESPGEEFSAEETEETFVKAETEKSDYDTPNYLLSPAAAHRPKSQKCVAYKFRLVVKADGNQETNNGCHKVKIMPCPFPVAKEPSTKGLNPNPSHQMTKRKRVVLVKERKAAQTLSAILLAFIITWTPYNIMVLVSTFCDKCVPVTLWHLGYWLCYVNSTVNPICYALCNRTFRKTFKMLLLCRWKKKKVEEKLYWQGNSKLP
#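 Measured by: Fluo-8 calcium fluorescence; material: human M5 receptor in CHO-K1 cells; schedule: Post-acetylcholine fluorescence recording 140 s; benchmarks: low control EC20 acetylcholine (0%), high control EC100 acetylcholine (100%); read-out: Max/basal fluorescence ratio as % of EC20–EC100 ACh window; compound: single dose, 3 µM nominal final test concentration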
# M5 ag – CHRM5 agonism in calcium assay; activation, % at 3 µM; hit rate 0.19% among 360,000; CHO-K1 hM5 cells, Fluo-8 calcium fluorescence; 0% DMSO wells, 100% maximal acetylcholine response;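 active = activation above the run's mean over test compounds plus 3 SD, cut at about 23% in these data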;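 note: signal is peak over basal fluorescence ratio across the kinetic read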
# CHRM5 antagonist – CHRM5 antagonism in calcium assay; hit rate 0.59% among 360,000; P08912; inhibition, % at 3 µM; CHO-hM5 cells, Fluo-8 calcium fluorescence, ACh EC80; AID 624040;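 active = inhibition above a per-plate cutoff, the mean of that plate's test compounds plus 3 SD, cut at about 27% in these data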;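 note: 0% = acetylcholine EC80 with DMSO and 100% = DMSO without agonist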
# TAAR1 antag – antagonists of human TAAR1; Q96RJ0; CHO RD-HGA16 TAAR1, Fluo-8 calcium fluorescence, antagonist; inhibition, % at 3 µM; hit rate 1.5% among 360,000;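 active = inhibition above a per-plate cutoff, the mean inhibition of test compounds on that plate plus 3 SD, cut at about 49% in these data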;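 note: 0% = DMSO plus EC80 beta-PEA response and 100% = DMSO alone without agonist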
#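 Assay system: RD-HGA16 CHO cells with stable hTAAR1 and Gα16 / Reagent: EC80 β-phenethylamine stimulus / Doses: 3 µM, single point / Timing: dye loading 75 min at 37 °C, then 30 min room temperature / Measured by: Fluo-8 intracellular calcium dye fluorescence, real-time kinetic reads / Controls: vehicle wells and EC80 agonist wells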
# * hit, by the source's call; / = not tested or not shown. An unsorted share of the library; overall some 4.2% were active at least once.
nr | structure | M1 PAM parental | M4 PAM | CRFR2-BP antag | TAAR1 agonist | CHRM5 PAM | M5 ag | CRFBP-R2 agonist | TAAR1 antag | CHRM5 antagonist
1 | O=C(O)c1ccc(CNc2ccccc2C(=O)O)cc1 | 19 | 0 | 23 | 2 | -1 | -2 | -0.4 | 1 | -1
2 | CC1=C(C(=O)Nc2ccccc2)C(c2cc(CN3CCOCC3)cs2)C2=C(CCCC2=O)N1 (stereo unspecified) | 5 | -1 | -10 | 2 | -3 | -9 | 1.7 | -8 | 5
3 | CN(Cc1ccccn1)C(=O)C1CCC(=O)N(Cc2cccc(C(F)(F)F)c2)C1 (stereo unspecified) | 1 | -5 | 53* | 2 | -2 | 0 | 5.5 | -15 | 10
4 | COCCNC(=O)Cc1ccc(F)cc1 | 19 | -5 | 32 | 9 | -1 | -2 | -1.7 | -2 | -7
5 | COc1ccc(CN2CCN(Cc3ccccc3F)CC2)c(OC)c1 | 13 | -4 | 5 | 1 | -5 | -8 | -1.4 | -9 | 6
6 | Cc1cc(C)c(C)c(OCCCCN2CCCCC2)c1 | 16 | -10 | 0 | 4 | -4 | -20 | -1.9 | -5 | -1
7 | COc1cccc(CN(C)C(=O)CSCC(=O)Nc2cc(C)on2)c1OC | 11 | 4 | -5 | 1 | 4 | 4 | -1.5 | 1 | 3
8 | CCN(CC(=O)Nc1cc(Cl)ccc1C)C(=O)C1CC1 | 17 | 12 | 16 | 1 | -5 | 2 | -0.1 | -25 | 12
9 | COc1ccc(C2=NN(C(C#N)c3ccc(OC)cc3)C(c3ccccc3)C2)cc1 (stereo unspecified) | 21 | 7 | -11 | 3 | 6 | -1 | 3.8 | -27 | -1
10 | CN(C)c1oc(-c2cccs2)nc1C#N | 7 | -4 | 8 | 2 | -4 | -1 | -2.1 | -2 | -4
11 | O=C1CCCC/C1=C/Nc1ccc2c(c1)OCO2 | -7 | -9 | 16 | 10 | -3 | 0 | -1.4 | 3 | -2
12 | C=CCc1cccc2cc(C(=O)N3CCOCC3)c(=O)oc12 | 9 | 3 | 2 | 5 | 2 | -4 | -0.1 | -15 | -3
13 | CC(C)(C)OC(=O)NCC(=O)NNC(=O)C(C(=O)OCc1ccccc1)c1ccccc1 (stereo unspecified) | 19 | 17 | 0 | 4 | 4 | 2 | 0.8 | -17 | -4
14 | CC1CCN(C(=O)CN(c2ccc3c(c2)OCO3)S(C)(=O)=O)CC1 | 16 | 11 | -4 | 19 | 1 | -5 | -0.8 | -16 | -7
15 | COc1cc(OC)cc(C(=O)NC(C(=O)Nc2ccc3c(c2)OCO3)C(C)C)c1 (stereo unspecified) | -11 | 0 | 15 | 15 | 5 | -4 | -1.1 | -20 | 7
16 | CC(NC(=O)CN1C(=O)COc2ccccc21)c1ccccc1 (stereo unspecified) | 10 | 8 | 2 | 7 | 5 | 0 | -0.2 | -4 | -4
17 | CCOC(=O)C1=C(O)C(Nc2nccs2)(C(F)(F)F)N=C1C (stereo unspecified) | 20 | 12 | 6 | 6 | -1 | -5 | -3.1 | -1 | -15
18 | CCOC(=O)N1CCC(=C(C#N)C(=O)Nc2cc(OC)ccc2OC)CC1 | -11 | -2 | -3 | -2 | -1 | 3 | 1.8 | -6 | 1
19 | CCCc1c(C(=O)N/N=C/c2cccnc2)nnn1-c1nonc1N | 7 | -1 | -1 | 5 | -1 | 1 | -2.3 | -20 | -10
20 | c1ccc2c(c1)[nH]c1nc(SCCN3CCOCC3)nnc12 | 2 | 5 | 2 | 18 | 1 | -3 | -0.1 | -5 | -9
21 | CCCCCNC(=O)[C@@H]1CSC2c3ccccc3C(=O)N21 (stereo partly specified) | -8 | 2 | -4 | 1 | 0 | -1 | 2.0 | -30 | 21
22 | O=C(Nc1cccc(F)c1)C1CCN(S(=O)(=O)c2cnc[nH]2)CC1 | 4 | -1 | 16 | 1 | -7 | -3 | -0.9 | -22 | 18
23 | CC12CC(O)C3c4ccc(O)cc4CCC3C1CC/C2=N\O (stereo unspecified) | 15 | 0 | -11 | 8 | 6 | 2 | -0.9 | -15 | -4
24 | Cc1ccc(C23CC4CC(CC(NC(=O)NCCN(C)C)(C4)C2)C3)cc1 | 18 | 0 | -39 | 17 | -1 | -12 | 6.7 | -1 | -4

# 6 entries out of the list, arranged by length of the SMILES, descending:
nr | structure | M1 PAM parental | M4 PAM | CRFR2-BP antag | TAAR1 agonist | CHRM5 PAM | M5 ag | CRFBP-R2 agonist | TAAR1 antag | CHRM5 antagonist
2 | CC1=C(C(=O)Nc2ccccc2)C(c2cc(CN3CCOCC3)cs2)C2=C(CCCC2=O)N1 (stereo unspecified) | 5 | -1 | -10 | 2 | -3 | -9 | 1.7 | -8 | 5
15 | COc1cc(OC)cc(C(=O)NC(C(=O)Nc2ccc3c(c2)OCO3)C(C)C)c1 (stereo unspecified) | -11 | 0 | 15 | 15 | 5 | -4 | -1.1 | -20 | 7
22 | O=C(Nc1cccc(F)c1)C1CCN(S(=O)(=O)c2cnc[nH]2)CC1 | 4 | -1 | 16 | 1 | -7 | -3 | -0.9 | -22 | 18
16 | CC(NC(=O)CN1C(=O)COc2ccccc21)c1ccccc1 (stereo unspecified) | 10 | 8 | 2 | 7 | 5 | 0 | -0.2 | -4 | -4
8 | CCN(CC(=O)Nc1cc(Cl)ccc1C)C(=O)C1CC1 | 17 | 12 | 16 | 1 | -5 | 2 | -0.1 | -25 | 12
1 | O=C(O)c1ccc(CNc2ccccc2C(=O)O)cc1 | 19 | 0 | 23 | 2 | -1 | -2 | -0.4 | 1 | -1

# Going on with the list.
nr | structure | M1 PAM parental | M4 PAM | CRFR2-BP antag | TAAR1 agonist | CHRM5 PAM | M5 ag | CRFBP-R2 agonist | TAAR1 antag | CHRM5 antagonist
25 | NC(=O)Cn1c(=O)n(CCc2ccccc2)c(=O)c2c3c(sc21)CCCC3 | -2 | 16 | 9 | 3 | 1 | 2 | -2.7 | 7 | -2
26 | CCCC(=O)Nc1c2c(nc3ccccc13)N(c1ccccc1)CC2 | 20 | -11 | 2 | / | -7 | -4 | 0.4 | / | 5
27 | CC1(C(=O)NS(=O)(=O)c2ccccc2Cl)CCN1C(=O)Cc1ccc(Cl)cc1Cl (stereo unspecified) | 1 | 10 | / | 1 | -3 | -1 | / | -13 | 3
28 | CC(C)CC(=O)Nc1nnc(CSCc2ccc(F)cc2)s1 | 9 | -5 | -36 | -1 | -14 | 0 | -0.8 | 20 | 10
29 | CCCCN(C)C(=O)c1sc2ncn(CC)c(=O)c2c1C | 3 | -3 | -17 | -3 | 4 | -1 | -1.9 | -14 | -10
30 | COc1ccccc1CN(C)C(=O)c1cc2ccccc2o1 | -16 | -4 | 12 | -3 | 1 | -3 | 0.3 | 6 | 2
31 | O=C1NC2(CCCC2)Oc2ccccc21 | -5 | 0 | -11 | 3 | 7 | 0 | -0.7 | -20 | -4
32 | COc1ccc(NC(=O)c2ccccc2N(Cc2ccccc2)S(C)(=O)=O)cc1OC | 20 | 8 | -14 | 4 | 5 | 3 | -1.8 | -24 | 8
33 | CCOC(=O)C1C(=O)C(=O)N(C(C)C)C1C(=O)OCC (stereo unspecified) | 15 | 2 | 19 | 3 | 2 | 1 | -5.4 | 11 | 11
34 | CC(NC(=O)c1ccc(Br)o1)C1CC2CCC1C2 (stereo unspecified) | 18 | 12 | -7 | 6 | 2 | -2 | -0.9 | -26 | 1
35 | CC(C)OC(=O)c1c(F)c(F)c(N2CCOCC2)c(F)c1F | 8 | 6 | -18 | 5 | 6 | 0 | 5.1 | -9 | -7
36 | CCC[C@@H](CN1CCC[C@H]1CN1C(N)=NC[C@H]1CC(C)C)N1C[C@@H]([C@H](C)CC)N(CCCC2CCCC2)C1=N | -10 | -15 | 22 | -1 | -1 | -3 | 3.8 | -1 | -5
37 | O=C(Nc1ccccn1)Nc1ccccc1Cl | 24 | -7 | -9 | 4 | -3 | 3 | -0.6 | -9 | 10
38 | Cc1cc(Oc2ccc(=O)[nH]n2)nc(Cl)n1 | 14 | 11 | -7 | 0 | -1 | 3 | 1.1 | -2 | -5
39 | Cc1cccc(OCC(=O)N(C)CCc2ccccn2)c1 | -11 | 0 | -8 | 19 | 1 | -1 | 3.2 | -26 | 10
40 | Cc1ccccc1CNC(=O)Cc1cccs1 | 3 | 13 | 20 | 3 | 8 | -6 | -0.5 | -9 | -13
41 | COC(=O)c1ccc(CNC(=O)CSc2nc3sc(C)c(C)c3c(=O)n2C)o1 | 24 | 3 | 2 | 2 | -2 | 3 | -3.5 | -2 | 10
42 | O=C(CSc1nnc(Cc2ccccc2)c(=O)[nH]1)Nc1ccccc1 | 18 | 4 | 11 | 0 | 13 | -3 | -0.7 | -21 | -8
43 | CCCNC(=O)CN(C1CCCCC1)S(C)(=O)=O | 11 | 2 | -12 | 4 | 1 | -3 | -0.3 | -15 | -2
44 | O=[N+]([O-])c1ccc(Sc2ncccn2)c([N+](=O)[O-])c1 | 12 | 3 | -6 | 0 | 3 | -7 | -2.1 | -7 | 0
45 | CN(C)c1ccc(C(CNC(=O)c2ccccc2Br)c2c[nH]c3ccccc23)cc1 (stereo unspecified) | 12 | 10 | -25 | 6 | 7 | 1 | -0.1 | 0 | -7
